HSP90 inh = HSP90 inhibitors, primary screen, cell lysate, luminescence | inhibition, % at 5.6 µM | Heat shock protein HSP 90 (rabbit reticulocyte lysate; luciferase refolding) | Rabbit reticulocyte lysate, luciferase refolding luminescence, 3 h | 290,000 compounds, 0.91% hits | AID 1789, 2009;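 active = inhibition above the screen-wide mean plus 3 SD, computed separately per campaign, cut at about 16% in these data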;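 also: 0% = DMSO wells and 100% = 60 µM geldanamycin wells; inhibitors lower the luminescence because luciferase stays unfolded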
aSyn 5UTR inh = MLPCN primary screen, SNCA 5' untranslated region; alpha-synuclein 5'UTR reporter, inhibitor activity; 300,000 compounds, 0.82% hits; inhibition, % (tested at 7.5 µM); in the data active = inhibition above about 60%; inconclusive = no clear call, values can overlap the other calls;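 also: H4 neuroglioblastoma cells stably carrying SNCA 5'UTR luciferase fusion; 0% = DMSO wells and 100% = positive control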
GSK3A inh = blockers of GSK3A enzyme activity – biochemical, luminescence, cell-free homogeneous, HTS, primary screen. Glycogen synthase kinase-3 alpha (Homo sapiens), P49840. GSK-3 alpha kinase, ADP-Glo luminescence, 60 min. inhibition, % at 10 µM. 320,000 compounds, 0.1% hits;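 in the data active = inhibition above about 50%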;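 also: GST-tagged GSK-3 alpha with peptide substrate and 25 µM ATP; 0% = DMSO neutral wells and 100% = GW8510 positive control wells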
Target sequence (P49840 whole entry, looked up): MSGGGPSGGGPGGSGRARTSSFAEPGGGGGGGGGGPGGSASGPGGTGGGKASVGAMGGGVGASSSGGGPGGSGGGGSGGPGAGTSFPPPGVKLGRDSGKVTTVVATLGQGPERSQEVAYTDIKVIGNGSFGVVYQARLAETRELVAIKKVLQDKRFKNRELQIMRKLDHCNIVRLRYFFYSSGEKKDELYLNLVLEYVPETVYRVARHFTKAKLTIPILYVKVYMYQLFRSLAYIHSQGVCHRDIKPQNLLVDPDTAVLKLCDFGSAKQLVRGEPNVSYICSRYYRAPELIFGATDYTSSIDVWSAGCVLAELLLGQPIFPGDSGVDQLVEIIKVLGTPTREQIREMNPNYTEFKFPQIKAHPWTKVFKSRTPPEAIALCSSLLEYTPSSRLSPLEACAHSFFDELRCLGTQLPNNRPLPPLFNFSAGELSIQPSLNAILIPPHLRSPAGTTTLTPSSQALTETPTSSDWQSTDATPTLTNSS
GSK3beta inhib = human GSK3beta kinase inhibitors, primary screen, biochemical, cell-free homogeneous, HTS | Glycogen synthase kinase-3 beta (Homo sapiens), P49841 | GST-GSK3beta kinase, ADP-Glo luminescence, 60 min; stronger effect = lower value | activity score (negative = inhibition), % at 10 µM | 300,000 compounds, 0.038% hits;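 active = more than half of replicate wells score below -50%, meaning over 50% inhibition versus plate controls; inconclusive = some replicates but at most half score below -50%; inactive = no replicate scores below -50%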;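 also: 0% = median DMSO wells and -100% = median GW8510 positive control wells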
Target sequence (P49841 whole entry, looked up): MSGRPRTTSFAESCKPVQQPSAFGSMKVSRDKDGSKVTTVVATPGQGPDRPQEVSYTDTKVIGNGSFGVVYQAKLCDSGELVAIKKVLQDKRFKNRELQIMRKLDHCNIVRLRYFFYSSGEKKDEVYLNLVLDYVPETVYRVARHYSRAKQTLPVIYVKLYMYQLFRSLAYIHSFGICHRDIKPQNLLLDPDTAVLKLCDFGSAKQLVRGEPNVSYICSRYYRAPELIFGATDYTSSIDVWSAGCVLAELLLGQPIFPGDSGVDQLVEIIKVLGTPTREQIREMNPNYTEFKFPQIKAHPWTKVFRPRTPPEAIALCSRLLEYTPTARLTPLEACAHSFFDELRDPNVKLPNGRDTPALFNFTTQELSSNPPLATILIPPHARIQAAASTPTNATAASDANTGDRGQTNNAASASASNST
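Assay system: GST-tagged human GSK3beta kinase, cell-free; Input: 1.6 ng GSK3beta; Medium: Tris/MgCl2 kinase buffer; Timing: 60 min enzyme reaction, room temperature; Signal: ADP-Glo luminescence quantifying ADP generated by kinase; Evaluation: score relative to plate controls; Benchmarks: DMSO neutral wells and GW8510 at 20 µM as positive.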
IEC-6 cytotox = cytotoxicity in IEC-6 intestinal epithelial cells, primary screen, cytotoxicity control for KLF5 inhibitor project, cell-based, luminescence | inhibition, % at 5 µM | 290,000 compounds, 0.78% hits | AID 1825, 2009 | IEC-6 cytotoxicity, luminescence viability; in the data active = inhibition above about 22%;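 also: 0% = plate median of test compound wells and 100% = cytotoxic reference compound wells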
DYRK1A inh = rat Dyrk1A kinase inhibitors, primary screen, biochemical, single point, plate reader. ADP-Glo luminescence, NFATc1 peptide. inhibition, % at 12.5 µM. 310,000 compounds, 0.43% hits; in the data active = inhibition above about 50%;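 also: plate controls were vehicle with enzyme for no effect and no enzyme for full effect; many of its hits are not listed in these tables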
HSF-1 act = HSF-1 activators, primary screen, NIH3T3-HGL cells, MG132 stress, luminescence, single point; activation, % at 9 µM; AID 504408, 2011; 300,000 compounds, 1.7% hits; NIH3T3-HGL HSF-1 luciferase reporter, 8 h; 100% = twice DMSO control signal;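 active = mean replicate activation of at least 50% with a set share of replicates each reaching 50%; inconclusive = only one of those two conditions met; inactive = mean below 50% and too few replicates reaching it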;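 also: 0% = median of the neutral control wells and 100% = twice that signal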
KLF5 inhibitor = KLF5 expression inhibitors, primary screen, DLD-1 cells, luminescence; DLD-1 KLF5 promoter-luciferase reporter; AID 1700, 2009; inhibition, % at 5 µM; 290,000 compounds, 0.23% hits;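 active = inhibition above a per-plate limit of that plate's mean compound inhibition plus 3 SD, cut at about 60% in these data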;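 also: 0% = DMSO wells and 100% = LY294002 at 200 µM; higher means less KLF5 promoter-driven luciferase light; inactives centre near -14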
HSF1 inh = HSF1 inhibitors in luciferase reporter cells, primary screen, cell-based, NIH3T3, luminescence; NIH3T3-HGL HSE-luciferase, MG132-induced, luminescence 8 h; stronger effect = lower value; activity change, negative = inhibition, % at 7.5 µM (by protocol); 300,000 compounds, 0.77% hits;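 active = more than half of replicate wells show activity change below -50%, luminescence cut by over half; inconclusive = some wells, but at most half, below -50%; inactive = no replicate well below -50%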;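 also: luciferase reports HSF-1 transcriptional activity via heat shock element; 0% = median of DMSO wells and -100% = zero luminescence signal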
Platelet DG rel = inhibitors of platelet dense granule secretion, primary screen, cell-based, MLPCN, human platelets; human platelet-rich plasma, SFLLRN dense granule ATP release, luminescence; inhibition, %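 (compounds screened at 7.5 µM in platelet-rich plasma)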; 300,000 compounds, 0.22% hits; AID 1663, 2009;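 active = mean replicate score, as percent of positive control, at or above 50; inconclusive = mean below 50 but at least one replicate at or above 50; inactive = mean and every replicate below 50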
The depositor's hits bear a star; ? = inconclusive; . = not tested or not shown. The list is partial; rates above refer to the full screens.

Every second line gives: HSP90 inh | aSyn 5UTR inh | GSK3A inh | GSK3beta inhib | IEC-6 cytotox | DYRK1A inh | HSF-1 act | KLF5 inhibitor | HSF1 inh | Platelet DG rel
CC(C)Cc1ccc(CN2CCCC(NC(=O)CCN3CCCCC3=O)C2)cc1 (stereo not drawn)
→ 3 | -19 | -1 | -1 | 8 | -7 | 2 | -21 | -1 | 0
COc1cc(OC)c(C(=O)Nc2ccc(N(C)C)cc2)cc1OC
→ 0 | -129 | -1 | 1 | 7 | 1 | 24 | -92 | 11 | 0
COc1cccc(Cn2c(-c3nonc3N)nc3ccccc32)c1
→ 2 | 96* | -1 | -2 | 9 | 2 | 22 | -38 | 4 | -1
CSc1ccccc1NC(=O)c1noc(C)c1[N+](=O)[O-]
→ 4 | 5 | . | 1 | 10 | 0 | -9 | -35 | -3 | 4
COc1cccc(/C=N/NC(=O)c2ccc(-c3ccccc3)cc2)c1O
→ -1 | 76* | -3 | -1 | 3 | 6 | 9 | 23 | 9 | 11
COC(=O)C1=C(N)Oc2cc(C)n(CC3CCCO3)c(=O)c2C1c1ccccc1OC (stereo not drawn)
→ 0 | -1 | -2 | 2 | 4 | 0 | -3 | -15 | -9 | 11
COc1ccc(C2CC(c3ccccc3)=NN2c2ccc(S(N)(=O)=O)cc2)cc1 (stereo not drawn)
→ 3 | -39 | -2 | 0 | 3 | 0 | 21 | -6 | 9 | -11
Cc1cccc2cc(CNCC3CCCO3)c(Cl)nc12 (stereo not drawn)
→ 4 | -1 | 0 | -1 | 2 | 2 | 4 | -8 | 0 | -3
Cn1nccc1NC(=O)CC(CC(=O)O)c1ccccc1 (stereo not drawn)
→ -1 | -11 | 3 | 3 | -1 | -4 | -4 | -11 | -2 | -9
CCOCCCNC(=O)c1ccc(CS(=O)(=O)c2cccc(C(F)(F)F)c2)o1
→ -5 | 17 | 1 | 0 | -4 | -8 | 10 | -41 | 5 | -3
Cc1ccc(CNC(=O)C2CC(c3cccc([N+](=O)[O-])c3)=NO2)o1 (stereo not drawn)
→ -2 | -88 | 2 | 0 | 4 | 3 | 12 | -35 | 18 | -8
O=C(NC(=S)Nc1cccc([N+](=O)[O-])c1)c1ccccc1
→ 1 | -170 | -3 | 1 | 2 | . | 1 | -45 | -3 | -30
CSc1ccccc1C(=O)N1CCC(n2nccc2NC(=O)C(C)(C)C)CC1
→ 2 | -2 | -1 | 2 | 3 | 0 | -1 | -8 | -4 | -2
COC(=O)c1ccc(CNC(=O)c2cc(COc3cncc(Cl)c3)on2)cc1
→ 2 | -26 | -1 | -5 | -6 | -2 | -31 | 5 | -21 | -4
O=C(Cn1ncc(N2CCCC2)c(Cl)c1=O)c1ccc(Cl)cc1
→ -5 | -29 | -1 | -1 | -5 | -1 | -7 | -26 | 0 | -9
CCOC(=O)N1CCC(NC(=O)c2cc(C(=O)NC3CCCC3)ccc2CO)CC1
→ -4 | 16 | 0 | 1 | -8 | 3 | 11 | 12 | 9 | 0
CCOC(=O)C1(C)NC(c2ccc(OC)cc2OC)C2C(=O)N(c3cccc(OC)c3)C(=O)C21 (stereo not drawn)
→ 0 | 30 | -2 | 3 | -4 | 3 | -3 | -26 | -3 | 1
CCc1ccc(OC(=O)c2cncc(Br)c2)cc1
→ 4 | -13 | -2 | -1 | -1 | 0 | 4 | -38 | 6 | 3
COc1cc([N+](=O)[O-])cc(/C=N/NC(=O)CSc2nnc(-c3ccccc3)n2C)c1O
→ -2 | -1 | -6 | 4 | -4 | . | -8 | -5 | -8 | -2
O=C(O)CSCC(=O)Nc1ccc(C(F)(F)F)cc1
→ 1 | -9 | 0 | 0 | 2 | 3 | 2 | -18 | -1 | 1
COc1cc(C(=O)Nc2ccc3c(c2)nc(C)n3C)cc(OC)c1OC
→ -3 | -92 | -2 | -1 | 30* | -1 | -9 | 20 | -7 | -6
COC(=O)C1C2C=CC(C3CC23)C1C(=O)OCC(=O)c1ccc(OC)cc1 (stereo not drawn)
→ 2 | 8 | -2 | 5 | 4 | 4 | 4 | -24 | -5 | -5
O=Cc1c[nH]c2ccc(S(=O)(=O)N3CCOCC3)cc12
→ 3 | -9 | 2 | -3 | -2 | -2 | 12 | 6 | -2 | -3
COC(=O)c1cc(S(=O)(=O)N2CCN(C(=O)c3ccco3)CC2)cn1C
→ 1 | -8 | . | 0 | 4 | -4 | -2 | -20 | -1 | 8
COC(=O)c1ccccc1OCC(=O)N1CCN(c2ccc(F)cc2)CC1
→ -4 | -4 | -1 | -25 | -5 | 6 | -16 | -31 | -2 | -4
O=C1NC(=O)C(c2cccs2)(c2cccs2)N1
→ 1 | 1 | 1 | . | 10 | -7 | 9 | -9 | -3 | 20
CCOC(=O)C1=C(C)Nc2[nH]c(=O)[nH]c(=O)c2C1c1cccs1 (stereo not drawn)
→ 6 | 27 | 1 | 3 | 1 | -9 | 13 | 2 | 2 | -6
CCCCCCc1nnc(NC(=O)OCC)s1
→ 0 | 14 | -3 | -4 | 5 | 5 | 5 | -18 | 5 | 0
O=C(NCCc1cnccn1)C1CCC(=O)N(Cc2ccc(Cl)cc2)C1 (stereo not drawn)
→ 9 | 6 | -1 | 0 | -2 | -1 | -15 | -23 | 0 | 9
CC(=O)c1ccc(NC(=S)N2CCCC(CO)C2)cc1 (stereo not drawn)
→ 2 | -82 | -1 | -1 | 8 | -7 | -26 | -30 | -8 | 18
CC(C(=O)Nc1cc([N+](=O)[O-])ccc1Cl)N1CCN(c2ccc(O)cc2)CC1 (stereo not drawn)
→ -1 | 7 | 0 | 0 | 5 | -4 | 43 | -13 | 6 | 17
CCCC(=O)c1ccc(N2CCN(C(=O)c3ccccc3Br)CC2)c(F)c1
→ 1 | -24 | -1 | -1 | 1 | 2 | -27 | -22 | -11 | 3
Cc1ccc(S(=O)(=O)NC(=O)Nc2cc(C)no2)cc1
→ 0 | -3 | -1 | 1 | 0 | -2 | 3 | -22 | -5 | 1
Cc1ccc(Nc2cc(-n3cccn3)ncn2)c(C)c1
→ -3 | -170 | 1 | 2 | -5 | 0 | 52* | -179 | 41 | 22
COc1ccccc1NC(=O)/C(C#N)=C/c1cc([N+](=O)[O-])ccc1N1CCCC1
→ 4 | 1 | -2 | -1 | 9 | -8 | -13 | -16 | 0 | 13
COc1ccc(OC)c(N(CC(=O)N2CCCC2)S(=O)(=O)c2ccccc2)c1
→ -1 | -1 | 1 | . | -1 | 6 | 5 | -13 | -3 | -1
COc1cc(CNc2ccccc2SC)ccc1O
→ 1 | -72 | 1 | 2 | 5 | 22 | 15 | -3 | 4 | ?
Cc1nnc(SCC(N)=O)n1CC1CCCO1 (stereo not drawn)
→ -2 | 16 | -1 | 1 | 4 | 2 | -11 | -16 | -8 | 2
Cc1ccc(CSc2nc3ccccc3c(=O)n2CCCC(=O)NCc2ccco2)cc1
→ -1 | -5 | 2 | -2 | -2 | -13 | ? | -21 | 10 | 0
COCc1cc(C)nc2sc3c(=O)oc(C)nc3c12
→ 6 | -2 | 1 | -2 | 4 | 4 | 1 | 4 | -1 | -3
COc1cc(OC)c(OC)cc1CN1CCc2ccccc2C1
→ 2 | 3 | -3 | 3 | 0 | 4 | -3 | -7 | -1 | 1
CCOc1ccccc1C(=O)Nc1ccccc1-c1ccccc1
→ 7 | -28 | -4 | 2 | 10 | 3 | 1 | 2 | -5 | 26
Nc1cccc(Nc2ccccc2)c1
→ 4 | -19 | -4 | -1 | -1 | . | 1 | -6 | -5 | 3
O=C(CN1C(=O)NC2(CCCCC2)C1=O)Nc1ccc(F)cc1
→ -3 | -9 | -3 | -6 | 1 | 0 | -21 | -2 | 2 | -23
O=C(c1cccs1)N1CCOCC1
→ -5 | 5 | -2 | 2 | -5 | 1 | 9 | -2 | -9 | -22
CC(NC(=O)COC(=O)c1cc(Cl)nc(Cl)c1)c1ccccc1 (stereo not drawn)
→ -1 | 9 | 0 | 0 | 4 | -4 | -8 | -2 | -3 | -4
CCOc1ccc(NC(=O)CN2CCN(C(=O)C3CCCO3)CC2)cc1 (stereo not drawn)
→ -4 | 6 | 0 | 3 | -8 | 12 | -3 | -25 | -6 | 1
CC1CCN(c2ncnc3nc[nH]c23)CC1
→ -2 | 14 | 18 | -6 | -6 | 81* | 0 | -36 | -6 | 3
N/C(=N\OC(=O)CCC1CCCC1)c1ccc(Cl)cc1
→ -3 | -39 | 0 | -1 | 1 | . | -8 | -14 | 4 | 0
COC(=O)c1ccc(C)c(NC(=O)CCSc2ccc(Cl)cc2)c1
→ -2 | -4 | 1 | 5 | -7 | . | 29 | -18 | 6 | 0
CCn1nnnc1NCc1ccc(Cl)cc1
→ -1 | 0 | 0 | -2 | -3 | -2 | -32 | -18 | -14 | -7
C#CCN(C(=O)CC1C(=O)NCCN1C/C=C/c1ccccc1)C1CCCCC1 (stereo not drawn)
→ 2 | -12 | -2 | 3 | 2 | -4 | -6 | -16 | -10 | 8
Cc1nc([N+](=O)[O-])c(Sc2nc3ccccc3n2C)n1Cc1ccccc1
→ -1 | 4 | -5 | 0 | 10 | -9 | 79* | -34 | 53 | 1
Nc1cc(=O)[nH]c(=O)n1-c1ccc(Cl)cc1
→ -2 | 14 | -2 | 1 | 4 | 9 | -9 | -10 | -10 | -11

No new results follow: entries from further up.
Every second line gives: HSP90 inh | aSyn 5UTR inh | GSK3A inh | GSK3beta inhib | IEC-6 cytotox | DYRK1A inh | HSF-1 act | KLF5 inhibitor | HSF1 inh | Platelet DG rel
Cc1nnc(SCC(N)=O)n1CC1CCCO1 (stereo not drawn)
→ -2 | 16 | -1 | 1 | 4 | 2 | -11 | -16 | -8 | 2
Cc1ccc(CSc2nc3ccccc3c(=O)n2CCCC(=O)NCc2ccco2)cc1
→ -1 | -5 | 2 | -2 | -2 | -13 | ? | -21 | 10 | 0
COCc1cc(C)nc2sc3c(=O)oc(C)nc3c12
→ 6 | -2 | 1 | -2 | 4 | 4 | 1 | 4 | -1 | -3
COc1cc(OC)c(OC)cc1CN1CCc2ccccc2C1
→ 2 | 3 | -3 | 3 | 0 | 4 | -3 | -7 | -1 | 1
CCOc1ccccc1C(=O)Nc1ccccc1-c1ccccc1
→ 7 | -28 | -4 | 2 | 10 | 3 | 1 | 2 | -5 | 26
Nc1cccc(Nc2ccccc2)c1
→ 4 | -19 | -4 | -1 | -1 | . | 1 | -6 | -5 | 3
O=C(CN1C(=O)NC2(CCCCC2)C1=O)Nc1ccc(F)cc1
→ -3 | -9 | -3 | -6 | 1 | 0 | -21 | -2 | 2 | -23

Screens deposited in PubChem by several laboratories.
